Compound activity from PubChem BioAssay.
INS promoter inh = TRM-6 insulin promoter activity inhibition | TRM-6 cells (human fetal islet line), insulin promoter-eGFP reporter, imaging; reporter expression induced with tamoxifen | inhibition, % at 2 µM | 130,000 compounds, 0.9% hits;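 active means inhibition above the mean plus 3 SD, with well images judged a real hit on visual review, cut at about 60% in these data, passing the limit was not always enough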
sdo1 growth = restores growth of sdo1-depleted yeast. AID 817. z-score at 10 µM. S. cerevisiae sdo1-depleted JHY4D growth rescue, OD600 30 h; active compounds read high; pdr5 snq2 efflux-pump mutant strain. 140,000 compounds, 0.21% hits;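 active means z-score above 3 at both the 24 hr and the 30 hr optical density reads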;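 further: z-score against mean and SD of all compound wells on the same plate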
sdo1 growth Rescue 24 h = also measured in sdo1 growth; calls as there; z-score; S. cerevisiae sdo1-depleted JHY4D growth rescue, OD600; measured here: growth rescue at 24 h;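 0 is the plate mean of compound wells and units are plate SD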
* = called active by the depositor; . = no result given; [ ] = another dose, or the depositor's remark. These rows are one share of the data. The share of hits here may be higher or lower than overall.

The line under a structure holds: INS promoter inh | sdo1 growth | sdo1 growth Rescue 24 h
CC(=O)Nc1cccc(NC(=O)Cc2nc(-c3ccccc3)sc2-c2ccc(C)cc2)c1
  . | -0.61 | -0.93
CC1=CC(C)(C)N2C(=O)C3(C(C#N)=C(N)OC4=C3C(=O)CC(C)(C)C4)c3c(C)c(C)cc1c32 (stereo not given)
  -56.7 | -0.19 | -0.41
CC(C)OC(=O)c1ccc(N2C(=O)C3CC=CCC3C2=O)cc1 (stereo not given)
  -8.1 | 0.29 | -0.56
O=C(O)Cn1cc(/C=C2/NC(=O)N(c3ccc(Cl)cc3)C2=O)c2ccccc21
  18.2 | . | .
O=C(CN1N=C(c2ccccc2)CCC1=O)NCCCN1CCc2ccccc2C1
  -3.3 | 0.49 | -0.22
CCN1CCN(CCn2c(=S)[nH]c3ccccc3c2=O)CC1
  7.4 | 2.16 | 2.4
Cc1cccc(NS(=O)(=O)Cc2ccccc2)n1
  -222.2 | 0.53 | 0.39
CCCSc1nc2c(cnn2-c2ccc(C)cc2)c(=O)[nH]1
  . | 0.17 | 2.39
CCOC(=O)c1[nH]c2cc3c(cc2c1CCCN1C(=O)c2ccccc2C1=O)OCCO3
  45.5 | -1.97 | -1.31
O=C(CC1SC2=NCCN2C1=O)Nc1ccc(Cl)cc1 (stereo not given)
  76.9* | 1.8 | 2.38
CCN(C(=O)c1ccc2c(Cl)c3c(nc2c1)CCC3)c1ccc(C)c(C)c1
  -45.0 | -1.73 | -1.03
CCc1ccccc1NC(=O)CN(C)C(=O)CSc1nnc(Nc2cccc(C)c2C)s1
  -28.6 | 0.1 | 0.1
COc1cc(C(=O)OCC(=O)NC2CCCC2)cc(NC(=O)c2ccco2)c1OC
  . | -0.23 | -0.55
CCOC(=O)C1(C(F)(F)F)N=C(N(C)C)OC(N(C)C)=N1
  16.7 | -0.03 | -0.93
Cc1cnc(NC(=O)CSc2nnc(Cc3ccccc3)n2C)s1
  -18.8 | 0.62 | 0.43
Cc1ccc(-c2noc(-c3cccs3)n2)cc1
  -12.1 | 0.14 | 0.11
COc1ccccc1-n1c(C)cc(/C=C2/C(=N)N3C(=NC2=O)SN=C3S(C)(=O)=O)c1C
  36.4 | . | .
CCOC(=O)/C(C(N)=NCCCO)=C(/O)c1ccccc1
  5.7 | 1.88 | 1.73
Cc1ccc(C(c2nnnn2C2CCCC2)N2CCc3ccccc32)cc1 (stereo not given)
  . | -0.57 | -0.18
Cc1[nH]nc2c1C1(CCN(C(=O)c3ccccc3)CC1)C(C#N)=C(N)O2
  -31.4 | 1.12 | 1.62
CCSCc1nnc(SCC(=O)Nc2cc(F)ccc2C)n1C
  20.0 | . | .
COCCN1C(=O)/C(=C/c2ccc(N3CCCC3)cc2C)SC1=S
  -455.6 | . | .
CC(C)OCCCn1c(SCC(=O)N2CCc3ccccc32)nc2ccccc2c1=O
  -3.2 | -1.06 | -0.91
CCCCn1c(SCC(=O)Nc2ccc3c(c2)OCO3)nc2c1c(=O)n(C)c(=O)n2C
  11.8 | -0.34 | -0.81
CN1C(=O)C(O)(C2COC(C)(C)CC2=O)c2ccccc21 (stereo not given)
  -50.0 | -0.53 | -1.08
COc1cc(/C=N/NC(=O)c2ccoc2C)cc(OC)c1OC
  -3.3 | . | .
Cc1cc(C)cc(-n2cccc2/C=C2/C(=N)N3C(=NC2=O)SN=C3S(C)(=O)=O)c1
  52.9 | . | .
CSc1cccc(NC(=O)/C=C/c2ccc(Cl)cc2)c1
  -36.1 | -0.77 | 0.58
N/C(Cc1ccc(Cl)cc1Cl)=N\OC(=O)c1ccccc1F
  14.3 | . | .
CC(=O)c1c(C)[nH]c(C(=O)OCC(=O)N2CC(=O)Nc3ccccc32)c1C
  -26.7 | 0.67 | -0.14
CCn1c(C)nc2cc(C(=O)NNC(=O)Nc3cccc(Cl)c3)ccc21
  16.7 | . | .
Cc1ccccc1-c1nnc(NC(=O)c2cc3ccccc3oc2=O)s1
  7.3 | -0.58 | 0.97
CCCCc1nc2ccccc2c(=O)n1NC(=O)c1c(O)c2c(n(CC(C)C)c1=O)CCCC2
  -25.0 | -0.13 | -0.68
Cn1c(NCc2ccco2)nc2c1c(=O)n(Cc1ccc(Br)cc1)c(=O)n2C
  50.0 | -2.12 | -1.32
CCOC(=O)c1cc(C)sc1NC(=O)c1ccc(Cl)s1
  -57.1 | -1 | -0.55
COCCNC(=O)CSc1nc(-c2ccccc2)cs1
  33.3 | -0.17 | 0.59
O=C(Nc1cnn(C23CC4CC(CC(C4)C2)C3)c1)c1cnn2c(C(F)(F)F)cc(-c3ccco3)nc12
  5.6 | -1.76 | -0.9
Cc1ccccc1C(=O)Nc1ccc2c(C#N)c3nc4ccccc4nc3n2c1
  -22.2 | -0.03 | 0.08
COc1ccc(NC(=O)C23CCC(C)(C(=O)O2)C3(C)C)cc1 (stereo not given)
  47.1 | -0.03 | -0.07
CCN(CC)S(=O)(=O)c1ccc(C(=O)OCCN2C(=O)c3cccc4c(N5CCOCC5)ccc(c34)C2=O)cc1
  0.0 | -0.09 | 1.07
Cc1nnc(SCC(=O)N2CCN(S(=O)(=O)c3ccccc3)CC2)n1Cc1ccccc1
  . | 2.36 | 2.15
O=C(C(c1ccccc1)c1ccccc1)N1CCN(Cc2ccncc2)CC1
  . | -0.13 | 0.2
Cc1cc2c(=O)n(NC(N)=O)c(C)nc2s1
  0.0 | 0.62 | 0.38
CCN(CC)CCSc1nc(O)c(C(C)C)c(=O)[nH]1
  7.1 | 0.15 | 0.07
Cc1oc2cc(OCC(=O)O)ccc2c(=O)c1Oc1ccccc1
  18.9 | 0.34 | -0.15
Nc1nnc(SCC(=O)NN2C(=O)NC3(CCCCC3)C2=O)s1
  -18.9 | 0.87 | -0.25
CC(=O)c1sc(NC(=O)CN2C(=O)CCC2=O)nc1C
  -30.0 | . | .
CCCCNC(=O)C1CC(=O)N(CCc2ccccc2)C1 (stereo not given)
  0.0 | . | .
Cn1c(SCC(=O)N2CCN(c3ccccc3)CC2)nnc1-c1ccccc1
  -21.1 | -0.49 | -0.59
CCOc1ccc(/C(O)=C2/C(=O)C(=O)N(CC3CCCO3)C2c2cccs2)cc1 (stereo not given)
  26.7 | 0.23 | -0.23
O=C(Nc1ccc(Cc2ccncc2)cc1)c1ccc(S(=O)(=O)N2CCCC2)cc1
  -11.1 | . | .
COc1ccc(NC(=O)c2ccco2)c(NC(=O)Cc2cccs2)c1
  -380.0 | 0.16 | -0.68
Cn1c(=O)c2c(ncn2CC(COCc2ccccc2Cl)OCc2ccccc2Cl)n(C)c1=O (stereo not given)
  -2.9 | -1.09 | -0.17
COc1ccc(/C=N/Nc2nc(N3CCCC3)nc(N3CCCC3)n2)cc1
  -9.8 | 1.53 | 0.82
O=C(c1ccc(Br)cc1)c1cc(-c2ccccn2)c(N2CCOCC2)s1
  -18.2 | -1.94 | -1.19
CN1C(=O)N(c2ccccc2)C(Nc2nncs2)C1(C)C (stereo not given)
  . | 0.8 | 1
O=C(Nc1ccccc1-c1nc2ccccc2s1)c1cccnc1Cl
  7.0 | -1.22 | 0.44
Cc1ccc(/C=N/n2nnnc2N)o1
  14.3 | -0.04 | -0.4
CSc1nc2[nH]ncc2c(=O)n1-c1ccccc1
  -10.3 | 0.74 | 0.9
O=C(NN=C1CCCC1)c1ccccc1OCc1ccc(Cl)cc1
  -33.3 | . | .

Record cards, from the list above:
Results for O=C(Nc1ccc(Cc2ccncc2)cc1)c1ccc(S(=O)(=O)N2CCCC2)cc1 = INS promoter inh = -11.1; sdo1 growth = .; sdo1 growth Rescue 24 h = .
Results for COCCN1C(=O)/C(=C/c2ccc(N3CCCC3)cc2C)SC1=S = INS promoter inh = -455.6; sdo1 growth = .; sdo1 growth Rescue 24 h = .

Additional compounds follow.
The line under a structure holds: INS promoter inh | sdo1 growth | sdo1 growth Rescue 24 h
COc1ccc(-n2c(Cn3nnc4ccccc43)nnc2SCC(=O)O)cc1
  . | 0.15 | -0.75
NC(=O)C1CCN(C(=O)COc2cccc3ccccc23)CC1
  13.8 | -0.19 | -0.67
CC(C)c1nnc(N2C(=O)c3oc4ccccc4c(=O)c3C2c2ccco2)s1 (stereo not given)
  -13.9 | 0.72 | 3.29
Cn1c(CO)cnc1SCc1c(Cl)cccc1Cl
  . | 0.84 | 1.39
COc1ccc(Nc2nnc(SCC(=O)/C=C3/N(C)c4ccccc4C3(C)C)s2)cc1
  29.7 | -0.69 | -0.81
CC1(C(=O)NCc2ccccc2)Oc2ccccc2NC1=O (stereo not given)
  -71.9 | 0.44 | 0.81
CC(O)CNc1cc(N)c([N+](=O)[O-])cc1[N+](=O)[O-] (stereo not given)
  40.6 | -0.37 | -1.14
CCC(CC)c1nnc(NC(=O)C2=NNC(=O)CC2)s1
  16.7 | . | .
Cc1ccc(C(=S)NCS(=O)(=O)c2ccc(C)cc2)cc1
  -22.7 | -1.25 | -1.13
Cc1ccc(C)c(NC(=O)CSc2nnc(-c3ccccc3)o2)c1
  . | 0.43 | 0.85
O=C(NCCN1CCOCC1)c1cc(Sc2cccc(Cl)c2)nc2ccccc12
  -93.3 | -1.02 | -0.73
CCC(CC)C(=O)NCCc1cc2ccc(C)cc2[nH]c1=O
  . | 0.1 | 0.55
CCOC(=O)c1[nH]c2ccc(C)cc2c1N
  -3.1 | 0.08 | -0.19
CCOC(=O)c1c(C)[nH]c(C(=O)CSc2nccc(C)n2)c1C
  24.7 | -0.21 | 0.19
COc1cc(CC(=O)Nc2nccs2)cc(OC)c1OC
  . | 0.95 | -0.13
Cc1ccccc1C(=O)NC(CC(C)C)C(=O)NN1C(=O)c2ccccc2C1=O (stereo not given)
  23.5 | . | .
CCOC(=O)N1CCN(C(=O)c2cnn(-c3ccccc3)c2NC(=O)c2ccccc2F)CC1
  . | 0.1 | 0.01
CC(C)OCP(=O)(c1ccccc1)c1ccccc1
  -25.0 | 0.41 | -0.63
COC(=O)Nc1ccccc1C(=O)N1CCCCC1
  13.3 | 0.13 | -0.14
CN(C)S(=O)(=O)c1ccc(N2CCCC2)c(C(=O)Nc2nc3ccccc3s2)c1
  15.4 | -0.38 | -0.54
COc1ccc(OCCCC(=O)Nc2ccc3c(c2)OCCO3)cc1
  -35.0 | 0.03 | 0.2
CCCOc1ccc(C(=O)NCCO)cc1
  -20.7 | 0.54 | 0.03
COc1ccc(/C=N/NC(=O)Cc2csc(Nc3cccc(C(F)(F)F)c3)n2)c(OC)c1
  . | 1.12 | -0.43
Cc1nc(N)nc(-c2ccccc2O)n1
  0.0 | 0.57 | 1.07
CCOc1ccc(NS(=O)(=O)c2ccc(NC(=S)NC(=O)CC(C)C)cc2)cc1
  -15.2 | -1.16 | 0.03
COC(=O)c1cc2occc2n1CC(=O)Nc1ccc(OC)c(OC)c1OC
  -24.6 | -0.38 | -0.45
O=C(CSCC(=O)c1ccccc1)Nc1ccccc1Cl
  -18.5 | -0.04 | -0.24
COc1ccccc1-n1cnc2cc(NCc3cccs3)ccc21
  -257.1 | -0.89 | -0.83
CCOC(=O)C1C(=O)CC(C)(O)C(C(=O)OCC)C1c1ccc(N(CC)CC)cc1 (stereo not given)
  -15.4 | 0.08 | 0.19
COc1nnc(-c2ccc(N3CCCCC3)c(NC(C)=O)c2)c2ccccc12
  37.5 | -0.62 | -0.6
CC12CCC(=O)N1C(C(=O)Nc1cccc3ccccc13)CS2 (stereo not given)
  . | 1.03 | 0.44
C/C(=N\NC(=O)c1cc2c(s1)CCC(C)C2)c1ccncc1 (stereo not given)
  27.3 | -1.44 | -1.28
N#CC1=C(N)Oc2cc(O)ccc2C1c1ccccc1 (stereo not given)
  -87.5 | 0.35 | 0.07
Cc1ccc(NC(=S)NCCc2ccc(F)cc2)c(C)c1
  . | -0.74 | -0.35
N#Cc1nc(COc2ccc(-c3ccccc3)cc2)oc1NCc1cccnc1
  22.9 | -2.73 | -1.66
Cc1c(Cl)cccc1NC(=O)c1ccc(OCC(=O)NCc2ccccc2)cc1
  . | -1.46 | -1.23
O=C(NCc1ccccc1)c1ccccc1-c1nc2ccccc2[nH]1
  -88.2 | . | .
CC(=O)Nc1ccc(Nc2c([N+](=O)[O-])cc(S(C)(=O)=O)cc2[N+](=O)[O-])cc1
  . | 2.24 | 2.62
CCOC(=O)c1c[nH]c2c(Cl)c(Cl)ccc2c1=O
  35.5 | -0.86 | -1.34
COc1cc(-c2nnc(SC(C)C(=O)Nc3c(C)n(C)n(-c4ccccc4)c3=O)o2)cc(OC)c1OC (stereo not given)
  0.0 | 2.37 | 2.77
COc1ccc(N/C(N)=N/c2nc(C)cc(C)n2)c(OC)c1
  -40.0 | . | .
O=C(CCCn1c(=O)[nH]c2cc(Cl)ccc2c1=O)NC1CCCCCCC1
  50.0 | -0.23 | -0.38
CC(C)C[C@H](NC(=O)OC(C)(C)C)C(=O)N1CCC(C(=O)N[C@@H](Cc2ccccc2)C(=O)O)CC1
  . | 1[9.2 µM] | 0.78
O=C(Nc1ccccc1[N+](=O)[O-])c1nc[nH]c1C(=O)NCCO
  -15.4 | 0.27 | -0.04
CCCCOc1ccc(CNC(=O)NS(=O)(=O)c2ccc(OCC)cc2)cc1
  22.9 | -1.26 | -0.82
O=C(CC(=O)NCc1cccnc1)NCc1cccnc1
  -42.3 | 1.26 | -0.48
Cc1nc2ccc(NC(=O)c3ccc(Cl)c(S(=O)(=O)N(C)c4ccccc4)c3)cc2s1
  -46.1 | -0.87 | 0.1

Results in sdo1 growth Rescue 24 h and sdo1 growth (two entries from above):
structure,sdo1 growth Rescue 24 h,sdo1 growth
COCCNC(=O)CSc1nc(-c2ccccc2)cs1,0.59,-0.17
O=C(NCCN1CCOCC1)c1cc(Sc2cccc(Cl)c2)nc2ccccc12,-0.73,-1.02

Printed as active in INS promoter inh, among the entries above:
The line under a structure holds: INS promoter inh | sdo1 growth | sdo1 growth Rescue 24 h
O=C(CC1SC2=NCCN2C1=O)Nc1ccc(Cl)cc1 (stereo not given)
  76.9* | 1.8 | 2.38
